# SENP6 inh: blocks the human protease SENP6; Recombinant SENP6 catalytic domain, aminoluciferin luminescence; inhibition, % at 10 µM; 330,000 tested, 1.8% active;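 active means inhibition above about 50% at the single tested dose, limit read from the data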;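 further: plate controls were DMSO wells with enzyme for no effect and DMSO wells lacking enzyme for full effect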
# Target sequence (Q9GZR1 628-1112 limits assumed): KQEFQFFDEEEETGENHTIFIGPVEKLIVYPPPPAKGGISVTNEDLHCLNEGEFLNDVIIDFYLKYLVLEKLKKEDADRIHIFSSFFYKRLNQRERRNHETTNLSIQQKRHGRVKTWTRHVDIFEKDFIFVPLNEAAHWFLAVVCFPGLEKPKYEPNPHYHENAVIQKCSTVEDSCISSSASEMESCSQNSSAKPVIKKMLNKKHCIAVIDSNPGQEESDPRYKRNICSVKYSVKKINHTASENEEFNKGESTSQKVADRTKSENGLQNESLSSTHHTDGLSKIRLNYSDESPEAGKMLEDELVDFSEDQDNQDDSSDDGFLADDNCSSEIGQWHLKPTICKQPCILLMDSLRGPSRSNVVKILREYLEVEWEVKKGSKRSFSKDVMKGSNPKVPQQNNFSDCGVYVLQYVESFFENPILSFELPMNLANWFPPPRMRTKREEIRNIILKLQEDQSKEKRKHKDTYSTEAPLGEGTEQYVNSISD
# PfG6PD inh: PfG6PD (Plasmodium falciparum) enzyme inhibition. PfGluPho enzyme, NADPH resazurin-diaphorase fluorescence. inhibition, % at 20 µM. 350,000 tested, 0.78% active;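 active means inhibition reaching at least a set limit at 20 µM in the primary screen, cut at about 59% in these data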;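 further: 0% = DMSO wells with substrate and 100% = DMSO wells lacking glucose-6-phosphate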
# MIN6 prolif: induces beta-cell replication in MIN6 cells | MIN6 cells proliferation, ATPlite luminescence, 48 h; cells starved in 0.2% serum; 100% = growth in 10% serum | proliferation, % at 10 µM | 330,000 tested, 0.29% active;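 active means compounds whose signal lies at least 3.5 SD above the mean of all wells on their plate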;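 further: 0% = DMSO-treated cells in low-serum medium and 100% = 10% serum control; some compounds called inactive have numbers as strong as hits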
# SENP7 block: blocks the human protease SENP7 | Q9BQF6 | recombinant SENP7, Z-RLRGG-aminoluciferin luminescence, 40 min | inhibition, % at 5 µM | 330,000 tested, 1.5% active | AID 434973;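 active means inhibition above about 50% at the single test dose, limit read from the data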;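 further: plate controls were DMSO with enzyme for no effect and no enzyme buffer wells for full effect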
# Target sequence (Q9BQF6 706-1050 limits assumed): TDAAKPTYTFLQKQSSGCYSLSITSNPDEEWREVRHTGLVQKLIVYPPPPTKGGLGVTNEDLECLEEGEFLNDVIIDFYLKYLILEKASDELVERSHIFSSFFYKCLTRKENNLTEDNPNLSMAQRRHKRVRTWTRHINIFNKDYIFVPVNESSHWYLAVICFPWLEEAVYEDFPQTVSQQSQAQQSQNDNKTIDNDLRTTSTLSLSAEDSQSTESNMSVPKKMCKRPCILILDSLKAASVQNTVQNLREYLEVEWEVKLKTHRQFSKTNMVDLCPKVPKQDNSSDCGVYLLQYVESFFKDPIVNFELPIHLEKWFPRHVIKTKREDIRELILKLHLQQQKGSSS
# SENP8 block-1: blocks human SENP8 cleavage of Nedd8 substrate; Q96LD8; recombinant SENP8, Nedd8 substrate fluorescence; inhibition, % at 20 µM; 360,000 tested, 0.64% active; AID 602440; in the data active means inhibition mostly above about 40%, no sharp cut-off; inactive means mostly below about 27%
# SENP1 FRET inh: SENP1 (human) catalytic domain inhibition | inhibition, % at 10 µM | 360,000 tested, 0.21% active | recombinant SENP1 catalytic domain, CyPet-SUMO1-YPet FRET cleavage | Q9P0U3;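 active means inhibition at least 30% at 10 µM, raw YFP signal under a set limit, fluorescence ratio 0.5 to 1.5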;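 further: 0% = enzyme with DMSO and 100% = no enzyme wells; some results filed as inactive read as strong as hits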
# Target sequence (Q9P0U3 419-644 limits assumed): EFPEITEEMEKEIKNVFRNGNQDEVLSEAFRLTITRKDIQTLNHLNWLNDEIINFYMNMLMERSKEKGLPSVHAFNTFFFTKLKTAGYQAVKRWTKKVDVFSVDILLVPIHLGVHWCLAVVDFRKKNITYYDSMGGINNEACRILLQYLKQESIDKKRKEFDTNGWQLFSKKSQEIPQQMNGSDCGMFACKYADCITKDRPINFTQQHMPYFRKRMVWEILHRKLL
#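 Assay system – human recombinant His6-tagged SENP1 catalytic domain enzyme · Input – SENP1 enzyme, 20 pM final · Buffer or medium – Tris pH 8 buffer plus EDTA, NaCl, BME, BSA, NP40, catalase · Schedule – 50 min reaction at room temperature · Technique – FRET read of cyan and yellow fluorescence · Control set – no-enzyme wells low, DMSO-plus-enzyme wells high control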
# SENP8 block-2: blocks the human protease SENP8. AID 2540. 330,000 tested, 1.2% active. inhibition, % at 10 µM. purified SENP8, Z-RLRGG-aminoluciferin cleavage, luminescence. Q96LD8; in the data active means inhibition above about 50%
# UBC13 polyUb: inhibitors of human UBC13 polyubiquitin chain formation; TR-FRET; P61088; inhibition, % at 20 µM; 330,000 tested, 0.47% active; in the data active means inhibition above about 45%, passing the limit was not always enough
# HKDC1 inhibitor: HKDC1 (human) hexokinase inhibition; recombinant HKDC1, G6PDH/diaphorase resazurin coupled fluorescence; 340,000 tested, 0.16% active; inhibition, % at 20 µM;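 active means inhibition above about 35% when tested at 20 µM, limit read from the data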;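 further: plate controls were DMSO wells with enzyme for no effect and DMSO wells lacking enzyme for full effect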
#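 Assay system – recombinant HKDC1 (HK5) hexokinase enzyme, produced in-house · Input – HKDC1 at 5 µg/mL · Reagent – glucose plus 1 mM ATP as hexokinase substrates · Timing – 90 min reaction incubation at room temperature, dark · Measured by – G6PDH/diaphorase-coupled fluorescence, 1 mM NADP, 100 µM resazurin, 525/613 nm · Benchmarks – DMSO-enzyme wells negative, buffer-substituted wells positive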
# * marks the source's active call; other numbers are inactive results; x = no result given.
SMILES,SENP6 inh,PfG6PD inh,MIN6 prolif,SENP7 block,SENP8 block-1,SENP1 FRET inh,SENP8 block-2,UBC13 polyUb,HKDC1 inhibitor
Cc1ccc(-c2csc(NC3OC(=O)c4ccccc43)n2)cc1 (stereo not drawn),3,2,-6,-11,7,15,-1,-8,4
O=C(NC1CC1)C1=C[C@@H](c2c[nH]c3ccccc23)C[C@@H](OCCCCO)O1,0,3,-1,6,-54,-17,-6,-8,5
COc1nc(Oc2ccc(C(=O)OCC(N)=O)cc2)nc(N(C)C)n1,9,-8,-4,15,0,4,2,-2,11
CCN(CC)C(=O)NCc1c(C)cc(C)cc1C,-5,5,3,-4,12,1,0,1,4
CCOC(=O)CNCCC(=O)c1ccc(Br)cc1,2,16,-4,9,3,2,3,2,2
Cc1ccc(NC(=O)COc2ccc(C(=O)NCCc3ccccc3)cc2)cc1,-4,-9,1,-8,x,x,-7,5,-4
O=C(COc1ccccc1)Nc1ccc2[nH]ncc2c1,13,7,-2,1,-9,0,5,4,0
O=C(c1ccc(S(=O)(=O)N2CCCC2)cc1)N1CCN(c2cccc(Cl)c2)CC1,-15,4,2,-4,2,2,1,-4,-2
CN(CC(=O)Nc1ccccc1Cl)C(=O)c1ccc(COc2ccccc2)cc1,2,4,-2,-1,7,2,9,-3,0
O=C(O)CC1NC(=S)N(c2ccccc2)C1=O (stereo not drawn),0,-12,-2,-12,14,1,-8,2,-15
O=C(COC(=O)C1(c2ccccc2F)CCCC1)N1CCNC1=O,-11,38,0,-1,7,0,1,-5,-3
CC1CCN(C(=S)c2cccc(O)c2)CC1,-3,34,-1,8,1,3,-9,0,-11
O=C(COC(=O)c1ccc([N+](=O)[O-])s1)c1ccc[nH]1,35,3,-6,6,34,2,57*,-14,4
Cc1ccc(C(=O)COC(=O)[C@@H](NC(=O)c2ccco2)C(C)C)s1,18,-14,-6,-1,15,1,1,15,-3
CCOC(=O)c1cnc2ccc(OCC)cc2c1N1CCN(C)CC1,-1,2,-1,6,2,-4,-8,4,-4
Cc1cccc(NC(=O)CCC(=O)N/N=C/c2ccc(O)cc2O)c1,3,-20,-4,2,10,2,7,9,-23
Cc1ccccc1-c1nc(CS(=O)(=O)CC(=O)N2CCOCC2)c(C)o1,-3,-17,-4,7,13,2,1,-8,-3
COc1ccc(-c2noc(N3CCC(C(=O)Nc4cccc(OC)c4)CC3)n2)cc1,11,22,-6,4,12,1,7,10,3
COc1ccc(S(=O)(=O)N2CCCC2CNC(=O)C(=O)NCc2ccc(C)cc2)cc1 (stereo not drawn),-3,18,-2,-2,11,-2,-8,-2,6
CCn1c(SC2CCOC2=O)nnc1-c1ccc(Cl)cc1 (stereo not drawn),-2,18,-3,3,7,3,4,6,-11
COc1cc(/C=C2/C(=N)N3N=C(CC(=O)N4CCOCC4)SC3=NC2=O)ccc1OCc1ccc(F)cc1,14,-6,-5,2,-10,-16,3,-20,3
O=C(NCCc1ccccc1)c1cc(-c2ccc3c(c2)OCO3)on1,-12,-5,2,-1,-30,0,1,8,-11
CNC(=O)c1[nH]cnc1C(=O)Nc1cccc(C)c1,-10,-1,7,2,24,5,1,7,2
O=C(Nc1nccs1)c1ccc2c(=O)n3c(nc2c1)CCCCC3,-12,-11,-1,0,-22,2,2,-4,11
CCNC(=S)N(Cc1ccco1)Cc1cc2cc3c(cc2[nH]c1=O)OCCO3,5,5,0,7,-351,-2,2,4,3
# (next part)
SMILES,SENP6 inh,PfG6PD inh,MIN6 prolif,SENP7 block,SENP8 block-1,SENP1 FRET inh,SENP8 block-2,UBC13 polyUb,HKDC1 inhibitor
C[C@]12CC[C@@H]3c4ccc(O)cc4C(=O)C[C@H]3[C@@H]1CC[C@@H]2O,-10,-8,1,-4,4,-2,8,13,-4
CC1(C)CC(NC(=O)N2c3ccccc3Sc3ccccc32)CC(C)(C)N1,-5,4,-2,1,7,-3,3,26,1
Cn1c(SCC(=O)N2CCOCC2)nnc1-c1cccc(NC(=O)c2ccccc2)c1,-11,8,0,-3,24,0,-6,-4,-4
CCc1nnc(NC(=O)CSc2nnc(Cc3ccc(OC)cc3)o2)s1,-2,-22,-2,-24,5,1,-5,-1,0
CCCCOc1cccc(C(=O)Nc2ccc(NC(=O)c3cccs3)cc2)c1,-20,-7,-1,-9,6,2,-2,2,-5
CC(C)(C)C(=O)Nc1cccc(-c2nc3ccccc3c(=O)o2)c1,-5,7,-3,-1,1,-46,2,6,-2
Cc1ccc(C(=O)N/C(=C/c2ccco2)C(=O)OCN2C(=O)c3ccccc3C2=O)cc1,-15,3,2,14,10,2,-1,-14,-6
O=C(Nc1ccc(F)cc1)C(NC1CCCCC1)c1ccccc1 (stereo not drawn),3,4,-2,-8,4,-1,3,12,-4
CCn1c(SCC(=O)N/N=C/c2ccc(C)s2)nc2ccccc21,6,34,0,4,35,1,-2,3,-10
NC(=O)CCN1CCN(Cc2nc(C(c3ccccc3)c3ccccc3)no2)CC1,9,10,1,-7,-10,-6,0,7,-12
COc1cccc(N2CCN(c3ccc4nnc(CCC(=O)Nc5ncccc5C)n4n3)CC2)c1,-8,8,-3,3,14,-1,4,-6,-2
Cc1ccc(S(=O)(=O)Nc2ccc3c(c2)CC(=O)N([C@H](C)CO)C[C@@H](C)[C@H](CN(C)S(=O)(=O)c2ccccc2)O3)cc1,-7,0,4,4,4,1,8,6,0
CN1CCN(C(=O)/C(=C\c2ccccc2)c2ccccc2)CC1,-8,-3,4,-3,14,-2,0,6,-6
NCCCC[C@H]1CN=C(N)N1CCCCC1CCCCC1,-5,-19,-4,-4,20,1,4,23,1
NNc1nc(NCc2ccccc2)nc(N2CCOCC2)n1,-4,2,-2,-6,18,2,1,0,-4
Clc1cc(Br)ccc1OCCCn1ccnc1,-2,-7,2,-13,19,1,-7,-2,-5
Cc1ccc(Cn2cc(S(=O)(=O)c3ccc(C(C)C)cc3)c(=O)c3cc4c(cc32)OCO4)cc1,-14,-24,-4,2,-51,-1,-2,3,-4
CCn1c(CC(=O)Nc2ccccc2F)nnc1SCC(=O)NC1CCCCC1,-12,2,-1,-3,14,1,0,9,2
Cc1ccc(-c2nc3ccccc3s2)cc1NC(=S)NC(=O)c1ccccc1,18,1,-3,-4,-261,1,13,-6,-3
CCOc1ccc(-n2c(-c3ccccc3)c[n+]3c2CCC3)cc1,-19,-6,-6,-6,11,1,-4,-10,-4
Cc1cc(C)cc(NC(=O)COC(=O)CN=C2NS(=O)(=O)c3ccccc32)c1,11,3,-3,-3,10,1,6,2,-16
CCCNNC(=O)C(O)(c1ccccc1)c1ccccc1,-6,-7,0,-5,36,0,-6,-6,1
O=C(Nc1ccc([N+](=O)[O-])cc1)C(Cc1ccccc1)N1C(=O)c2cccc3cccc(c23)C1=O (stereo not drawn),-15,25,-5,7,-3,1,8,-14,-10
CCOP(=O)(OCC)c1nc(-c2ccccc2)oc1N1CCCCC1,-19,-6,-4,-6,-315,1,-1,9,-4
CCc1c(C)sc(NC(=O)c2cc(C)on2)c1C#N,13,-5,-1,10,13,2,2,-6,-6

# Reformatted with bars between the fields: seven of the compounds above
SMILES | SENP6 inh | PfG6PD inh | MIN6 prolif | SENP7 block | SENP8 block-1 | SENP1 FRET inh | SENP8 block-2 | UBC13 polyUb | HKDC1 inhibitor
Cc1cc(C)cc(NC(=O)COC(=O)CN=C2NS(=O)(=O)c3ccccc32)c1 | 11 | 3 | -3 | -3 | 10 | 1 | 6 | 2 | -16
O=C(COc1ccccc1)Nc1ccc2[nH]ncc2c1 | 13 | 7 | -2 | 1 | -9 | 0 | 5 | 4 | 0
CCc1nnc(NC(=O)CSc2nnc(Cc3ccc(OC)cc3)o2)s1 | -2 | -22 | -2 | -24 | 5 | 1 | -5 | -1 | 0
CCOC(=O)CNCCC(=O)c1ccc(Br)cc1 | 2 | 16 | -4 | 9 | 3 | 2 | 3 | 2 | 2
CNC(=O)c1[nH]cnc1C(=O)Nc1cccc(C)c1 | -10 | -1 | 7 | 2 | 24 | 5 | 1 | 7 | 2
NCCCC[C@H]1CN=C(N)N1CCCCC1CCCCC1 | -5 | -19 | -4 | -4 | 20 | 1 | 4 | 23 | 1
CCn1c(CC(=O)Nc2ccccc2F)nnc1SCC(=O)NC1CCCCC1 | -12 | 2 | -1 | -3 | 14 | 1 | 0 | 9 | 2

# Later entries:
SMILES,SENP6 inh,PfG6PD inh,MIN6 prolif,SENP7 block,SENP8 block-1,SENP1 FRET inh,SENP8 block-2,UBC13 polyUb,HKDC1 inhibitor
O=C(Nc1cccc(C(=O)O)c1)Nc1ccccc1Cl,95*,-22,2,97*,-3,1,93*,6,-1
CCOc1ccc(S(=O)(=O)Nc2cc(C)ccn2)c2ccccc12,4,-9,1,0,-254,1,5,9,-10
O=C(/C=C/N1CCOCC1)c1coc2ccccc12,15,10,-4,-7,-2,18,1,-8,-3
Cc1ccccc1OCCOc1cccc(/C=N/NC(=O)Cc2nnc(N)s2)c1,14,43,-2,-8,12,2,-13,-8,-1
O=C1OCc2ccc([N+](=O)[O-])cc21,x,-6,x,x,16,0,x,x,-2
C=CCOc1ccc(-c2n[nH]c(=S)o2)cc1,-9,8,-3,-6,-423,2,0,5,-9
CC(C)COC(=O)Cc1c(O)c2ccccc2[nH]c1=O,3,4,-1,0,-1,2,2,4,-6
CCn1c(=O)c([N+](=O)[O-])c(NCCCn2ccnc2)c2ccccc21,-31,-7,-1,4,1,0,-7,0,-1
O=C(COC(=O)c1c[nH]c2ccccc12)NC1CCCCC1,2,0,7,-1,11,1,4,6,-4
Cc1ccc(NC(=O)c2ccco2)cc1NC(=O)CSc1nnc(-c2cccs2)n1C,-4,-11,0,-2,3,1,2,-3,-4
Cc1ccc(CNS(=O)(=O)c2ccc3c(c2)OCCO3)cc1,-6,3,0,-7,-1,1,-3,7,-6

# Looked up one by one from above (7):
SMILES,SENP6 inh,PfG6PD inh,MIN6 prolif,SENP7 block,SENP8 block-1,SENP1 FRET inh,SENP8 block-2,UBC13 polyUb,HKDC1 inhibitor
O=C(COC(=O)c1c[nH]c2ccccc12)NC1CCCCC1,2,0,7,-1,11,1,4,6,-4
Cc1ccc(NC(=O)c2ccco2)cc1NC(=O)CSc1nnc(-c2cccs2)n1C,-4,-11,0,-2,3,1,2,-3,-4
CC(C)COC(=O)Cc1c(O)c2ccccc2[nH]c1=O,3,4,-1,0,-1,2,2,4,-6
Cc1ccccc1OCCOc1cccc(/C=N/NC(=O)Cc2nnc(N)s2)c1,14,43,-2,-8,12,2,-13,-8,-1
C=CCOc1ccc(-c2n[nH]c(=S)o2)cc1,-9,8,-3,-6,-423,2,0,5,-9
O=C1OCc2ccc([N+](=O)[O-])cc21,x,-6,x,x,16,0,x,x,-2
CCOc1ccc(S(=O)(=O)Nc2cc(C)ccn2)c2ccccc12,4,-9,1,0,-254,1,5,9,-10

# Outcome played no part in choosing rows; 4% or so of the library scored in one or more.
